# Source: PubChem
# PPARg SRC-1 ag: PPARgamma agonists recruiting SRC-1 coactivator, primary screen, biochemical; Peroxisome proliferator-activated receptor gamma (Homo sapiens), P37231; PPARgamma-SRC-1 coactivator recruitment biochemical assay; activation, % at 8 µM; 200,000 tested, 0.41% active; in the data active = activation above about 19%;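 also: 0% = DMSO and 100% = reference agonist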
# Target sequence (P37231 whole entry, looked up): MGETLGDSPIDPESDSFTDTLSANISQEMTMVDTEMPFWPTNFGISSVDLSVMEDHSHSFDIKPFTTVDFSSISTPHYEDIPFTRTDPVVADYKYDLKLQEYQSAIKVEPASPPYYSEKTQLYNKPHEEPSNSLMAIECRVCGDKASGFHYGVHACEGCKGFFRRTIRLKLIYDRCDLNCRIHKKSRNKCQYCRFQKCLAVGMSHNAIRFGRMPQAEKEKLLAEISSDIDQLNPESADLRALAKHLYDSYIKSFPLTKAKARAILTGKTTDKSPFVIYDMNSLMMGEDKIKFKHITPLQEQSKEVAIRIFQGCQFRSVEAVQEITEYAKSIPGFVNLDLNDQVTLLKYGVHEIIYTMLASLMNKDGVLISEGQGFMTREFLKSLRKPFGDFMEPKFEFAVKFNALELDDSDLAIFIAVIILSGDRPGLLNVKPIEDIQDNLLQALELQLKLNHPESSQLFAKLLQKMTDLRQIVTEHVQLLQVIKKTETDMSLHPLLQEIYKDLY
# TNAP inh hi DEA: human TNAP enzyme inhibitors, primary screen, biochemical, luminescent, high phosphate acceptor level, uHTS; inhibition, % at 20 µM; Alkaline phosphatase, tissue-nonspecific isozyme (Homo sapiens), P05186; AID 1135, 2008; purified TNAP, CDP-star luminescence, 1 M DEA; 200,000 tested, 0.03% active;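 active = over 50% inhibition of tissue-nonspecific alkaline phosphatase at 20 µM in the single-dose screen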;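 also: plate controls were DMSO wells for no effect and EDTA-quenched wells as full inhibition for full effect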
# Target sequence (P05186 whole entry, looked up): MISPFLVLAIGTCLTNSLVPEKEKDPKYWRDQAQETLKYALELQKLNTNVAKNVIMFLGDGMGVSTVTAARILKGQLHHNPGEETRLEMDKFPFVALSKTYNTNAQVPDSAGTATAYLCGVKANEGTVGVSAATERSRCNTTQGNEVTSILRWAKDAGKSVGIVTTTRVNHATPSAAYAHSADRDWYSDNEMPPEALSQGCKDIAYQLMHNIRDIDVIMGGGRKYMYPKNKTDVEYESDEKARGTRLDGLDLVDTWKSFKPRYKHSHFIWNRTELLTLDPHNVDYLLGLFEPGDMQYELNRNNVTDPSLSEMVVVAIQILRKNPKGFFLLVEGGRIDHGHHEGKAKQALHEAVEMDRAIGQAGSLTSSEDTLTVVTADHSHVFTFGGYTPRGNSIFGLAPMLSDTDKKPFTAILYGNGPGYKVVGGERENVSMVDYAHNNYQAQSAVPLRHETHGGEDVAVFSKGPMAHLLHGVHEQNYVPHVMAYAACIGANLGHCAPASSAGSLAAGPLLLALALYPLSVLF
# PPARg SRC2 recr: agonists of PPARg-SRC-2 recruitment, primary screen, biochemical, HTS; PPARgamma LBD-SRC-2 recruitment; activation, % at 8 µM; 200,000 tested, 0.34% active; in the data active = activation above about 22%;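 also: 0% = vehicle and 100% = reference agonist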
# SRC2 TRFRET art: TR-FRET signal artefacts, primary screen, artefact control for PPARgamma SRC-2 agonist project, biochemical; AID 1049, 2008; 200,000 tested, 0.4% active; TR-FRET artefact counter-screen; active compounds read high; TR-FRET ratio at 8 µM; in the data active = TR-FRET ratio above about 2000; also: inactives centre near 1500
# TNAP inh no acc: human TNAP enzyme inhibitors, primary screen, biochemical, luminescent, no phosphate acceptor, uHTS. purified TNAP, CDP-star luminescence, 30 min. AID 1012, 2008. 200,000 tested, 0.26% active. Alkaline phosphatase, tissue-nonspecific isozyme (Homo sapiens), P05186. inhibition, % at 20 µM;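 active = tissue-nonspecific alkaline phosphatase inhibition above about 50% at 20 µM in the single-dose screen, limit read from the data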;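 also: 0% = DMSO negative control and 100% = EDTA positive control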
# bIAP act: bovine intestinal alkaline phosphatase activators, primary screen, biochemical, bovine IAP, CDP-star luminescence. alkaline phosphatase, intestinal [Bos taurus]. purified bovine IAP, 30 min; active compounds read high; fold of DMSO-control signal, blank-subtracted. activation factor at 20 µM. 200,000 tested, 0.17% active;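 active = activation factor of 2 or more at 20 µM, a signal rise over negative controls twice the positive control's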
# bIAP inhibitor: bovine intestinal alkaline phosphatase inhibitors, primary screen, selectivity assay for TNAP inhibitor project, biochemical, bovine IAP, CDP-star luminescence | alkaline phosphatase, intestinal [Bos taurus] | purified bovine IAP, 30 min | inhibition, % at 20 µM | 190,000 tested, under 10 active | AID 1019, 2008;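 active = over 50% inhibition of intestinal alkaline phosphatase at 20 µM in the single-dose screen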
#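 test system = bovine IAP enzyme | medium = DEA buffer 100 mM, pH 9.8, with MgCl2 1.0 mM, ZnCl2 0.02 mM | detection = luminescence | dosing = single compound dose of 20 µM, 2% DMSO final | incubation = 30 min reaction at room temperature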
# HMGR II inh: inhibitors of E. faecalis class II HMGR, primary screen, biochemical, Enterococcus faecalis | HMG-CoA reductase (Enterococcus faecalis, mvaE) | inhibition, % at 10 µM | 190,000 tested, 0.41% active | purified E. faecalis HMGR, NADPH absorbance 340 nm kinetic | AID 1066, 2008;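 active = inhibition above a set limit, the median over all tested compounds plus 3 SD, cut at about 9.5% in these data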;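 also: enzyme runs in reverse so mevalonate oxidation gives rising NADPH absorbance; 0% = complete reaction with DMSO and 100% = background rate lacking mevalonate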
# PPARg SRC3 recr: PPARgamma agonists recruiting SRC-3 coactivator, primary screen, biochemical; biochemical PPARgamma/SRC-3 coactivator recruitment assay; activation, % at 8 µM; 200,000 tested, 0.26% active; AID 731, 2007; in the data active = activation above about 23%;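 also: 0% = DMSO and 100% = reference agonist; some compounds past the cut are filed as inactive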
# TNAP act hiacc: TNAP activators at high phosphate acceptor level, primary screen, biochemical, luminescence, uHTS | AID 1136, 2008 | Alkaline phosphatase, tissue-nonspecific isozyme (Homo sapiens), P05186 | activation factor at 20 µM | purified TNAP, CDP-star luminescence, 1 M DEA, 30 min; active compounds read high; 0 = EDTA background, 1 = DMSO-only activity | 200,000 tested, under 10 active;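 active = activation factor at least 2 at 20 µM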
#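 Assay system: human TNAP; Input: enzyme diluted 1/800 final; Reagent: CDP-star luminogenic substrate at 100 µM final; Timing: 30 min, room temperature; Signal: luminescence; Evaluation: TNAP activation factor scaled between EDTA and DMSO control wells.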
# An asterisk follows results filed as active.
SMILES,PPARg SRC-1 ag,TNAP inh hi DEA,PPARg SRC2 recr,SRC2 TRFRET art,TNAP inh no acc,bIAP act,bIAP inhibitor,HMGR II inh,PPARg SRC3 recr,TNAP act hiacc
CC(C)Cn1c(SCC(=O)N2CCc3ccccc3C2)nc2cc(Cl)ccc2c1=O,-2.1,-4.6,-9.7,1570,-5.8,0.7,30.1,1.9,-0.1,1
COc1ccccc1CNC(=O)CCC(=O)Nc1nnc(C)s1,-2.1,-4.3,2.8,1356,-14.4,0.9,10.4,0.8,10.9,1
CCCCOc1cccc(C(=O)O)c1,5.6,-1.4,0.6,1503,-12.3,0.9,5.1,-7.0,-5.1,1
O=C(c1ccccc1F)N(Cc1nc2ccccc2c(=O)[nH]1)C1CCCC1,3.7,-0.9,9.6,1554,2.9,1.1,-7.7,-2.4,0.5,1
CC(=O)c1cccc(CN2CCN(Cc3ccc(F)cc3)C(CCO)C2)c1 (stereo not given),5.9,-4.4,4.7,1638,-6.1,0.9,5.3,-2.7,-0.3,1
Cc1cccc(C)c1NC(=O)C(c1ccccc1)N1CCC1=O (stereo not given),2.3,-3.5,7.3,1622,-0.1,1,3.0,-1.7,13.1,1
COc1cc(CNc2ncn[nH]2)cc(Br)c1OC,11.0,-8.0,-1.2,1546,-17.9,1.6,-60.5,-0.7,-3.0,1.1
CCn1c(C)nc2cc(OC)ccc21,-3.8,-4.1,2.5,1557,-0.8,1.3,-26.4,-2.9,1.9,1
CC(C)c1cc(C(=O)Nc2cccc(C(F)(F)F)c2)no1,0.8,-0.8,12.8,1469,-11.5,0.8,18.3,0.8,6.8,1
O=C(N1CCOCC1)N1CCCN(C(=O)N2CCOCC2)CC1,2.1,-4.8,10.2,1731,-5.3,1,-2.0,-0.8,-0.5,1
CSc1ccc(CN(C)CC(=O)Nc2cccc(Br)c2)cc1,1.6,-2.2,12.2,1712,-13.3,0.8,20.3,3.1,1.2,1
CCCCCC(=O)c1ccc(O)cc1O,6.4,-6.1,6.1,1499,-45.7,1.2,-24.6,4.1,5.0,1.1

# Four structures out of the list, arranged by formula weight, smallest number first.
SMILES,PPARg SRC-1 ag,TNAP inh hi DEA,PPARg SRC2 recr,SRC2 TRFRET art,TNAP inh no acc,bIAP act,bIAP inhibitor,HMGR II inh,PPARg SRC3 recr,TNAP act hiacc
CCCCCC(=O)c1ccc(O)cc1O,6.4,-6.1,6.1,1499,-45.7,1.2,-24.6,4.1,5.0,1.1
CC(C)c1cc(C(=O)Nc2cccc(C(F)(F)F)c2)no1,0.8,-0.8,12.8,1469,-11.5,0.8,18.3,0.8,6.8,1
Cc1cccc(C)c1NC(=O)C(c1ccccc1)N1CCC1=O (stereo not given),2.3,-3.5,7.3,1622,-0.1,1,3.0,-1.7,13.1,1
O=C(c1ccccc1F)N(Cc1nc2ccccc2c(=O)[nH]1)C1CCCC1,3.7,-0.9,9.6,1554,2.9,1.1,-7.7,-2.4,0.5,1

# Going on with the list:
SMILES,PPARg SRC-1 ag,TNAP inh hi DEA,PPARg SRC2 recr,SRC2 TRFRET art,TNAP inh no acc,bIAP act,bIAP inhibitor,HMGR II inh,PPARg SRC3 recr,TNAP act hiacc
Cc1cc(/C=C(/C#N)c2cccc(F)c2)c(C)n1-c1cccnc1,-3.3,-7.9,-4.0,1400,-5.2,1,3.5,-5.8,-4.9,1.1
CNC(=O)C1CC(=O)N(Cc2ccc3c(c2)OCO3)C(=Nc2ccc(OC)cc2)S1 (stereo not given),-3.0,-4.6,5.7,1553,4.1,0.9,9.8,2.4,-1.8,1
CCn1c(CNc2ccc(Cl)cc2)nnc1SCc1ccccc1,2.0,-6.9,3.1,1469,0.1,0.7,31.3,-5.1,7.1,1.1
COC(=O)c1cc2oc(C)cc2n1CC(=O)N1CCCc2ccccc21,8.1,-5.4,7.0,1880,-11.6,0.9,6.9,0.7,3.8,1.1
CCOc1ccc(CNc2cccc(SC)c2)cc1,3.4,-1.3,-0.9,1562,-6.3,0.9,9.6,2.1,-4.7,1
CCOC(=O)CSc1nc2ccccc2c(=O)n1C1CCCC1,-4.6,1.9,0.8,1499,-7.9,0.9,7.7,1.5,-8.4,1
Cc1cc(=O)oc(C)c1C(=O)N1CCN(c2ccc(F)cc2)CC1,-7.7,-0.4,-3.6,1298,-8.0,0.9,8.4,0.1,-2.7,1
O=C(NCc1ccco1)C(=O)NCC(c1ccco1)N1CCOCC1 (stereo not given),5.5,2.1,1.8,1601,-5.8,1.1,-5.7,-0.4,3.0,1
O=C1c2ccccc2C(=O)N1OCc1cccc(Cl)c1,-0.7,-6.5,-4.6,1371,-11.4,0.9,6.0,-2.3,-6.3,1.1
Cc1ccc(C(C(=O)NCc2ccco2)N(CC2CCCO2)C(=O)Cn2nnc3ccccc32)cc1 (stereo not given),11.3,0.4,1.0,1820,-6.1,1,1.9,-2.1,-0.4,1
CCCCOC(=O)CSc1nc2c(c(=O)[nH]c(=O)n2C)n1C/C=C(\C)Cl,11.6,-6.4,4.6,1646,5.4,1,3.3,-4.3,6.8,1.1
COc1ccc(C2C(C(=O)Nc3cc(C)on3)c3ccccc3C(=O)N2C)cc1OC (stereo not given),0.2,0.2,3.2,1527,-5.5,1.2,-16.0,-3.5,1.0,1
CN(C)S(=O)(=O)c1cccc(C(=O)Nc2ccccc2)c1,-5.0,-4.7,-7.4,1599,-11.6,1.2,-15.2,0.1,-1.3,1
CC1(C(=O)OCC(=O)Nc2ccc3ccccc3c2)CC1(Cl)Cl (stereo not given),0.9,-1.2,5.2,1697,-14.4,0.8,21.1,0.0,3.1,1
O=C(c1cccn2c(=O)c3cc(Cl)ccc3nc12)N1CCOCC1,9.4,1.6,6.0,1579,-6.6,1,-0.3,-4.2,0.5,1
O=C(CSc1nnc(COc2ccccc2)o1)Nc1nccs1,-7.6,0.4,4.6,1615,-4.8,0.9,13.8,1.8,5.1,1
CCCC(=O)Nc1sc2c(c1C(=O)Nc1ccccn1)CCCC2,4.6,-3.9,11.0,1614,-1.5,1,-2.0,-3.3,0.2,1
COCCc1nnc(NC(=O)Cc2ccccc2)s1,-8.3,-5.0,0.6,1394,-9.1,1,2.2,-0.8,-8.9,1.1
O=C(OCC(=O)N1CCc2ccccc21)c1ccc(Cl)nc1,8.8,-2.2,3.8,1375,-9.3,1,3.9,-5.3,2.5,1
O=C(O)c1ccn(COc2ccc(Br)cc2)n1,7.4,-1.3,11.9,1621,-13.7,1.3,-29.4,-6.8,4.3,1
COc1ccc(O)c(C(=O)c2cnc3c(c2)c(-c2ccc(F)cc2)c(C#N)c(=O)n3C)c1,8.1,14.0,-5.1,1608,8.2,1.1,-7.2,-0.9,-1.7,0.9
Cc1ccc(S(=O)(=O)c2nc(S(=O)(=O)c3ccc(C)cc3)c(NCc3ccco3)s2)cc1,6.8,-3.1,2.0,1808,2.3,0.9,10.2,-4.0,11.6,1
O=C1CC(c2ccc(Cl)cc2)CC(O)=C1C=NCCN1CCNCC1 (stereo not given),-0.8,-6.5,-5.6,1531,-16.4,1,-3.5,-8.6,6.0,1.1
COC(=O)c1c(/N=C/N(C)C)sc2c1CCN(c1ncc(C(F)(F)F)cc1Cl)C2,-4.1,-4.8,-3.1,1513,-6.4,1.2,-17.2,-1.0,-2.6,1
Cc1ccc(NC(=S)NCc2ccc(S(N)(=O)=O)cc2)c(C)c1,5.0,1.2,4.2,1597,1.5,0.9,9.8,-1.6,0.2,1
O=C(O)CCC(=O)NNC(=O)c1cccc(Cl)c1,-6.0,1.1,-2.4,1759,9.0,1,0.8,-4.0,2.2,1
Cc1[nH]n(-c2c(Cl)cc(Cl)cc2Cl)c(=O)c1C=Nc1ccc(S(=O)(=O)N2CCOCC2)cc1,-0.2,-0.4,-4.8,1545,-3.4,0.9,14.0,-3.9,2.9,1
CCOC(=O)N1CCC(NC(=O)c2cc3ccccn3n2)CC1,4.2,-7.8,-4.1,1709,2.3,1,1.9,-9.4,7.7,1.1
O=C(CSc1nnc(CNC(=O)c2cccs2)o1)Nc1ccc2c(c1)OCO2,1.3,1.0,2.6,1513,-10.2,0.8,15.2,2.7,7.1,1
COc1cc(C(=O)OCC(=O)c2c[nH]c3ccccc23)ccc1OCC(=O)N1CCOCC1,-1.4,-7.5,2.4,1540,-11.4,1.1,-8.3,3.9,-4.3,1.1
CCOC(=O)Nc1sc(C)c(C)c1C(=O)OCC,11.7,-5.3,-5.8,1574,-9.4,1,1.4,-2.8,5.4,1.1
O=C1CC(=Nc2ccccc2)NN1c1ccccc1,-0.8,-5.4,1.7,1405,-2.7,1,3.4,-2.6,-0.8,1.1
CC(=O)O[C@H]1CSC[C@H]1NC(=O)c1ccccc1,5.7,-2.8,5.8,1529,-10.8,1,0.7,-1.8,8.2,1
CN(Cc1ccccc1)C1CC(=O)N(c2ccc(C(=O)O)cc2)C1=O (stereo not given),3.3,1.7,9.8,1360,-11.1,1,-0.3,0.0,-5.0,1
Cc1ccc2[nH]c3c(NCc4ccco4)ncnc3c2c1,8.1,-9.4,9.5,1457,-27.3,0.8,19.3,1.8,-8.2,1.1
NNC(=O)CNC(=O)CNS(=O)(=O)c1ccccc1,-6.0,-4.9,2.3,1561,-9.0,1,2.9,-6.5,2.7,1
O=C(COC(=O)c1sc2ccccc2c1Cl)NC1CCCCC1,5.7,-3.5,114.7*,4050*,-6.2,0.9,7.9,-0.9,5.1,1
COc1ccc2c(=O)c(-c3ccc(OC)c(OC)c3)coc2c1,2.5,-1.1,-6.7,1425,-3.7,1,3.7,-0.4,-2.2,1
Cc1ccccc1C(=O)NC1CCN(CC(=O)Nc2ccc3c(c2)OCCO3)CC1,-6.2,-4.7,-6.9,1410,-4.6,1,-2.3,3.9,-0.4,1
CCCCc1nc2ccccc2n1Cc1nnc2n1-c1ccccc1SC2,-2.0,-8.4,2.1,1351,-2.6,1.1,-6.8,-7.4,1.9,1.1
Cn1c(=O)oc2cc(S(=O)(=O)N3CCCC(C(=O)Nc4nccs4)C3)ccc21 (stereo not given),0.2,-1.0,10.9,1696,-12.3,1,-4.5,2.7,-7.5,1
Cc1cccc(N2CC(O)=C(c3nc4ccccc4n3C)C2=N)c1,2.2,-3.6,-2.9,1541,-3.2,1.1,-11.9,-1.6,13.8,1
Cc1ccccc1C(=O)NC(=S)Nc1ccccc1N1CCCC1,5.9,-5.6,2.9,1619,-13.0,1,3.7,-2.3,1.3,1.1
Cc1ccc(S(=O)(=O)N(c2cccc(C)c2)C2CCS(=O)(=O)C2)cc1 (stereo not given),-0.9,-0.7,8.0,1636,-9.5,0.9,11.6,4.3,5.3,1
